Bioassay records: PubChem, Broad Institute
ERp5 block: inhibitors of human ERp5. Q15084. ERp5 insulin aggregation, absorbance 650 nm, 90 min. inhibition, % at 9.99 µM. actives 0.05% (n = 350,000). AID 651711;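 active = mean replicate inhibition above about 25%, with every replicate also reaching it, limit read from the data, passing the limit was not always enough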
PglD DTNB: inhibitors of Campylobacter jejuni PglD acetyltransferase; AID 602405; purified PglD enzyme, DTNB colorimetric CoA detection; actives 0.098% (n = 360,000); inhibition, % at 12.5 µM; in the data active = inhibition above about 16%, passing the limit was not always enough; note: strong numbers were not always called active
RAD54 inh: inhibitors of human RAD54 branch migration; Q92698; RAD54 Holliday junction branch migration, FAM/BHQ fluorescence; inhibition, % at 10.4 µM; actives 0.14% (n = 360,000); AID 602329;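 active = mean normalized replicate activity at least 40 and at least half of replicates scoring 40 or more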;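 note: 0% = median of neutral control wells and 100% = median of positive control wells; inhibitors cause a drop in the FAM fluorescence signal; in these data hits start at about 50%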
ARNT-TACC3 inh: disruptors of human ARNT/TACC3 interaction; inhibition, % at 9.99 µM; Q9Y6A5; AID 623870; AlphaScreen His-ARNT PAS-B/GST-TACC3 binding, luminescence; TACC3 fragment carries E629A point mutation; actives 0.66% (n = 390,000);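 active = mean inhibition of replicates at least 50% and at least half of replicates each reaching 50%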;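 note: 0% = complete ARNT plus TACC3 wells and 100% = ARNT alone without TACC3; many hits fall short of the cut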
Casp6 inh: blocks human caspase-6 cleavage activity; P55212; inhibition, % at 12.5 µM; actives 0.53% (n = 350,000); purified caspase-6, Z-VEID-R110 cleavage fluorescence; AID 686996;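 active = mean inhibition across replicates at least about 35%, with every replicate also reaching that limit, limit read from the data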;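 note: 0% = median of neutral control wells and 100% = no fluorescence left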
Target sequence (P55212 24-179 limits assumed): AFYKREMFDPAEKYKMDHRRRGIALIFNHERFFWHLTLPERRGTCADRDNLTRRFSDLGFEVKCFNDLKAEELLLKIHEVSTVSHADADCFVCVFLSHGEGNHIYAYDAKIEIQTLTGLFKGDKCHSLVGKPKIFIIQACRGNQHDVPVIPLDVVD
Target sequence (P55212 194-293 limits assumed): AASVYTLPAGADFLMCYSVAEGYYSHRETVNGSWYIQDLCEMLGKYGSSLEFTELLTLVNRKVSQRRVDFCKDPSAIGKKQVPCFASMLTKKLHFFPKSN
RAD52 inh: inhibitors of human RAD52 DNA annealing | P43351 | recombinant RAD52 DNA annealing, FRET fluorescence | inhibition, % at 18.7 µM | actives 0.46% (n = 360,000) | AID 651710;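 active = every replicate showing at least 50% inhibition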
Target sequence (P43351 whole entry, looked up): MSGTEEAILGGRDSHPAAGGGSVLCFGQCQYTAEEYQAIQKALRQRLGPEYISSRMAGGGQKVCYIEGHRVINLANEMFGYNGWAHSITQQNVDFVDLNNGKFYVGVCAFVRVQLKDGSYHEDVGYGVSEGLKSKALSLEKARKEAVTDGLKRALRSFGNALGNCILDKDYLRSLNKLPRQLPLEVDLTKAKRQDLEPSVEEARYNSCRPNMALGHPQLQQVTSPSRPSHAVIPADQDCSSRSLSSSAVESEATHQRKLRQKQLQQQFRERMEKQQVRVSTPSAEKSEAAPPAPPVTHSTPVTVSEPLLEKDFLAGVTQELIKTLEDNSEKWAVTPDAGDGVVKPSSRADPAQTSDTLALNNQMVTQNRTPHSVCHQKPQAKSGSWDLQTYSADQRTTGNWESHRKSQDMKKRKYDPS
E-sel inducer: induces E-selectin expression in human endothelial cells. P16581. HUVEC E-selectin immunofluorescence imaging; normalized: neutral wells 0, TNF-alpha wells 100. activation, % at 7.58 µM. actives 0.37% (n = 260,000). AID 686992;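 active = mean E-selectin-positive cell signal at least 10% of the positive control, reached in at least 60% of replicates, without over 20% cell loss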;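 note: in these data hits start at about 27%; measured in HUVEC primary endothelial cells; signal is the percent of cells scored E-selectin positive by PE staining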
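Read-out basis: % PE-positive cells; Test system: HUVEC primary endothelial cells; Technique: immunofluorescence imaging; Dosing: single-point compound dose.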
esBAF inh: SWI/SNF esBAF complex inhibition | mouse ES cells, Bmi1-luciferase knock-in reporter, 24 h; 100% = twice the neutral-well signal | reporter increase, % at 12.5 µM | actives 2% (n = 350,000); in the data active = activation above about 40%;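 note: 0% = median of the plate's neutral control wells and 100% = double that signal; a rise in the Bmi1 reporter signal indicates esBAF inhibition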
The depositor's hits bear a star; nt = not tested or not shown.

1	COc1ccc(NC(=O)c2ccco2)cn1
2	O=C(CCCN1C(=O)c2ccccc2C1=O)Nc1ccc(S(=O)(=O)N2CCCCC2)cc1
3	COc1cc(C(=O)NNC(=O)CSc2nnc3ccccn23)cc(OC)c1OC
4	COc1ccc(Cl)c(NC(=O)NCCN2CCN(c3ccccc3)CC2)c1
5	O=C(Nc1cccnc1)c1ccc(Cl)c([N+](=O)[O-])c1
6	C=C(C)Cn1c(-c2cccc([N+](=O)[O-])c2)n[nH]c1=S
7	COc1ccc(C(=O)CN2C(=O)c3ccccc3C2=O)c(OC)c1C
8	CCN(C[C@@H]1N[C@H](CO)[C@H]1c1ccc(-c2ccc(F)cc2)cc1)C(=O)COC
9	Cc1ccc(Cl)cc1NC(=O)CN1CCOCC1
10	CCSC(=Nc1ccccc1)C1=C(O)COC1=O
Assay by compound	1	2	3	4	5	6	7	8	9	10
ERp5 block	-2	nt	-4	nt	1	11	3	-1	1	nt
PglD DTNB	1	2	5	0	-4	nt	nt	2	nt	-7
RAD54 inh	-18	8	-3	-2	-6	nt	5	2	nt	7
ARNT-TACC3 inh	5	-11	nt	7	-6	2	4	-2	-3	-18
Casp6 inh	1	nt	-4	nt	0	1	5	nt	0	nt
RAD52 inh	-117	nt	-8	nt	-14	-8	-19	-35	-16	nt
E-sel inducer	0.0	nt	nt	nt	-0.5	nt	nt	-0.1	3.1	nt
esBAF inh	-8	-3	-2	-10	0	nt	10	-9	nt	8

11	OC[C@H]1[C@H](c2ccc(-c3cccnc3)cc2)[C@@H]2CN(CC3CC3)CCCCN12
12	Cn1cnc(S(=O)(=O)N2CCN(c3cccc(C(F)(F)F)c3)CC2)c1
13	O=C(CN1C(=O)CSC1=O)Nc1ccccc1F
14	O=C(C1CC(=O)N(c2ccc3c(c2)OCCO3)C1)N1CCN(Cc2ccccc2F)CC1 (centres undefined)
15	COc1ccccc1/C=C1\SC(=S)N(CCC(=O)NCCc2ccc(O)cc2)C1=O
16	CCN(CC)c1ncnc2ccc(Br)cc12
17	CC(C)(C)c1cc(CN2CCN(CCC#N)CC2)cc(C(C)(C)C)c1O
18	COc1ccc(CN(C)C[C@@H]2Oc3ccc(NC(=O)C4CCCCC4)cc3CC(=O)N([C@H](C)CO)C[C@H]2C)cc1
19	Cc1ccccc1C(=O)Nc1ccc(C(=O)N/N=C/c2ccc(O)c(Br)c2)cc1
20	COc1ccccc1N1CCN(C(=O)C(Sc2ccccc2)c2ccccc2)CC1 (centres undefined)
Assay by compound	11	12	13	14	15	16	17	18	19	20
ERp5 block	-7	0	nt	3	4	nt	nt	-1	-5	nt
PglD DTNB	5	1	-1	1	-2	-3	2	17	nt	-5
RAD54 inh	1	0	-3	-3	-3	-3	-2	4	nt	-6
ARNT-TACC3 inh	5	-6	7	-3	3	1	0	7	3	5
Casp6 inh	-1	0	nt	-1	-4	nt	nt	-2	3	nt
RAD52 inh	-6	2	nt	4	-10	nt	nt	11	17	nt
E-sel inducer	0.1	nt	nt	nt	-1.6	nt	nt	nt	nt	nt
esBAF inh	-5	-5	-5	4	1	-3	-2	-1	nt	24

21	O=C(COc1ccccc1-c1ccccc1)NNC(=O)NC1CCCCC1
22	O=[N+]([O-])c1cc2c(cc1CN1CCN(c3ccc(F)cc3)CC1)OCO2
23	CC1CCCN(C(C(=O)Nc2ccc3c(c2)OCCO3)c2ccccc2)C1 (centres undefined)
24	COc1ccc(-c2ccc(-c3nnn(CC(=O)N4CCOCC4)n3)cc2)cc1
25	CNc1nc(N)c([N+](=O)[O-])c(NCCO)n1
26	CCOC(=O)c1ccc(NC(=O)COc2ccccc2CNCCc2ccccc2)cc1
27	CCOC(=O)N1CCN(C(=O)CSCc2nc(-c3ccccc3C)oc2C)CC1
28	COc1ccc(/C(C)=N/NC(=O)c2sccc2-n2cccc2)cc1
29	C[C@H](CO)N1C[C@H](C)[C@H](CN(C)CC2CCCCC2)OCCCC[C@H](C)Oc2ccc(NC(=O)NC3CCCCC3)cc2C1=O
30	CC(=O)NC[C@H]1[C@@H](c2ccccc2)[C@H](CO)N1C(=O)Cc1cccnc1
Assay by compound	21	22	23	24	25	26	27	28	29	30
ERp5 block	-2	3	nt	2	10	6	nt	-1	nt	0
PglD DTNB	nt	1	0	-2	1	nt	3	nt	-3	-3
RAD54 inh	nt	-2	-4	2	-1	nt	-2	nt	-4	2
ARNT-TACC3 inh	0	28	-6	-5	-5	2	25	-11	1	-3
Casp6 inh	0	-1	nt	1	0	9	nt	1	nt	2
RAD52 inh	-11	-14	nt	-6	-1	35	nt	7	nt	3
E-sel inducer	-0.3	5.5	nt	nt	nt	2.3	nt	-1.3	-0.1	0.0
esBAF inh	nt	-10	5	23	-5	nt	0	nt	3	0

The list goes on; it opens with the 4 that closed the last part.
27	CCOC(=O)N1CCN(C(=O)CSCc2nc(-c3ccccc3C)oc2C)CC1
28	COc1ccc(/C(C)=N/NC(=O)c2sccc2-n2cccc2)cc1
29	C[C@H](CO)N1C[C@H](C)[C@H](CN(C)CC2CCCCC2)OCCCC[C@H](C)Oc2ccc(NC(=O)NC3CCCCC3)cc2C1=O
30	CC(=O)NC[C@H]1[C@@H](c2ccccc2)[C@H](CO)N1C(=O)Cc1cccnc1
31	COc1ccc(C(C)(C)C)cc1NC(=O)c1ccc2c(c1)SC1=NS(=O)(=O)CCN12
32	Cc1ccc(C)c(OCCC(=O)OCC(=O)Nc2cccnc2Cl)c1
33	COc1ccc(-c2n[nH]c(=S)n2-c2ccccc2C)cc1OC
34	COc1ccc(N2CCN(C(=O)c3ccc(CNS(=O)(=O)c4ccc(C)cc4)cc3)CC2)cc1
35	C[C@@H]1CCCCO[C@@H](CN(C)S(=O)(=O)c2ccccc2)[C@@H](C)CN([C@H](C)CO)C(=O)c2cc(NS(=O)(=O)c3cccs3)ccc2O1
36	C[C@H](CO)N1C[C@H](C)[C@@H](CN(C)C(=O)Cc2ccccc2)OCCCC[C@H](C)Oc2ccc(NS(=O)(=O)c3cccs3)cc2C1=O
37	COC(=O)C[C@H]1CC[C@H]2[C@H](COc3ccc(NC(=O)c4cccs4)cc3C(=O)N2C)O1
38	COc1ccc(NC(=O)c2ccc(OCC3CCCO3)cc2)cc1OC (centres undefined)
39	C[C@@H]1CCC(=O)N(CC[C@H](Oc2ccccc2)c2ccccc2)CC1
40	CCCn1nnnc1NCc1cccc(OC)c1OCC
Assay by compound	27	28	29	30	31	32	33	34	35	36	37	38	39	40
ERp5 block	nt	-1	nt	0	-2	-1	0	6	4	1	nt	-9	1	5
PglD DTNB	3	nt	-3	-3	-5	2	4	-5	-3	0	0	2	-4	6
RAD54 inh	-2	nt	-4	2	-6	1	-3	0	2	-6	3	5	-1	-4
ARNT-TACC3 inh	25	-11	1	-3	-1	-12	-1	-2	1	-17	-3	-5	8	-3
Casp6 inh	nt	1	nt	2	0	7	-2	-13	-1	2	nt	-4	-5	-1
RAD52 inh	nt	7	nt	3	-2	4	-6	1	8	-14	nt	-7	-1	-6
E-sel inducer	nt	-1.3	-0.1	0.0	nt	-0.5	nt	nt	nt	-0.2	0.1	1.3	nt	0.1
esBAF inh	0	nt	3	0	0	nt	-9	8	-2	2	1	51*	-2	-6

41	Cc1cccc2sc(N(CCCN(C)C)C(=O)c3ccc(S(=O)(=O)N4CCc5ccccc5C4)cc3)nc12
42	NC(=O)OCC(O)COc1ccc(Cl)cc1 (centres undefined)
43	CCn1ccnc1CN1CCCC(CO)(Cc2cccc(OC)c2)C1 (centres undefined)
44	O=C(O)/C=C/C(=O)N1N=C(c2ccco2)CC1c1ccco1 (centres undefined)
45	O=C(Nc1cccc(-c2cn3ccccc3n2)c1)c1cnccn1
46	C[C@H]1CCCCO[C@H](CN(C)CC2CCCCC2)[C@@H](C)CN([C@@H](C)CO)C(=O)c2cc(NC(=O)c3ccccc3)ccc2O1
47	O=C(Nc1ccc(-c2ccccc2)cc1)c1ccccc1
48	COc1ccc(NC2CCCN(C(=O)CSc3ccccc3)C2)cc1 (centres undefined)
49	COC(=O)CSc1nc2c(cnn2-c2ccc(F)cc2)c(=O)[nH]1
50	COc1ccc(S(=O)(=O)N[C@H]2CC[C@@H](CC(=O)N3CCN(c4ccccc4)CC3)O[C@H]2CO)cc1
Assay by compound	41	42	43	44	45	46	47	48	49	50
ERp5 block	0	4	1	-1	nt	-4	-2	-10	2	-3
PglD DTNB	0	3	-5	0	-1	0	-3	0	1	-1
RAD54 inh	9	-6	-5	-12	11	9	-6	10	3	6
ARNT-TACC3 inh	0	16	5	-7	-14	-2	0	2	3	-1
Casp6 inh	1	0	-2	7	nt	3	2	3	-1	0
RAD52 inh	41	-12	-24	1	nt	-178	-10	-5	-16	-10
E-sel inducer	nt	0.0	0.0	-0.1	nt	0.6	nt	nt	-0.4	-0.2
esBAF inh	-14	7	-4	13	23	-3	1	-7	7	8

51	Cn1c(=O)oc2cc(S(=O)(=O)NCCc3ccccc3)ccc21
52	CCCC(=O)Nc1ccc2c(c1)OC[C@H](C)N(Cc1ccccc1F)C[C@H](C)[C@@H](OC)CN(C)C2=O
53	CSCc1cc(N2CCCC2)nc(-c2ccccc2)n1
54	O=C(Nc1ccc(NC(=O)C2CC2)nc1)c1cccnc1
55	CN(C)C(=O)C[C@H]1C=C[C@H](NC(=O)C2CCOCC2)[C@H](CO)O1
56	COc1cccc(CC2(CO)CCCN(Cc3ccc(OC(F)F)cc3)C2)c1 (centres undefined)
57	O=C(C[n+]1ccccc1)N/N=C/c1ccccc1Cl
58	O=C(Nn1cnc2ccccc2c1=O)c1ccccc1
59	CCn1c(SCC(=O)Nc2nnc(C)s2)nnc1C(C)NC(=O)c1ccccc1 (centres undefined)
60	COc1ccc(/C=C2\SC(=S)N(CC(=O)Nc3nnc(C)s3)C2=O)cc1
Assay by compound	51	52	53	54	55	56	57	58	59	60
ERp5 block	nt	-3	-5	nt	3	2	-11	2	3	12
PglD DTNB	3	-2	nt	1	nt	0	-1	nt	5	0
RAD54 inh	-4	4	nt	-2	nt	-13	13	nt	6	12
ARNT-TACC3 inh	-3	-11	-17	3	nt	1	-7	3	-1	0
Casp6 inh	nt	-1	0	nt	4	0	2	1	-1	-1
RAD52 inh	nt	10	-1	nt	18	-55	-8	-3	-6	-15
E-sel inducer	nt	0.3	0.4	nt	0.2	0.0	0.0	nt	-0.1	0.1
esBAF inh	0	0	nt	-1	nt	-12	-2	14	-4	-2

61	COc1cccc(C2CC(c3cccs3)=NN2C(=O)CSc2nc3c(cnn3-c3ccc(F)cc3)c(=O)[nH]2)c1OC (centres undefined)
62	Cc1cc(C(=O)NC2CC(C)(C)Cc3c2cnn3-c2ccccc2)n[nH]1 (centres undefined)
63	COc1cc(/C(O)=C(\C#N)c2nc3ccccc3[nH]2)cc(OC)c1OC
64	CC(=O)c1ccc(OCCN2CCOCC2)cc1
65	COc1ccc(CNC(=O)C2CCCN2C(=O)Nc2cccc(Cl)c2)cc1 (centres undefined)
66	COC(=O)c1c(NC(=S)Nc2ccc(C(=O)N3CCOCC3)cc2)sc2c1CCC2
Assay by compound	61	62	63	64	65	66
ERp5 block	nt	6	-2	nt	-4	1
PglD DTNB	-6	2	4	1	-1	-3
RAD54 inh	13	-8	-3	-7	3	-16
ARNT-TACC3 inh	0	-8	1	-18	nt	11
Casp6 inh	nt	-2	-2	nt	2	-1
RAD52 inh	nt	-12	-19	nt	-8	-20
E-sel inducer	nt	-0.1	nt	nt	0.2	nt
esBAF inh	4	4	10	0	-8	-6

Part of the list above in order of molar mass, falling.
63	COc1cc(/C(O)=C(\C#N)c2nc3ccccc3[nH]2)cc(OC)c1OC
62	Cc1cc(C(=O)NC2CC(C)(C)Cc3c2cnn3-c2ccccc2)n[nH]1 (centres undefined)
64	CC(=O)c1ccc(OCCN2CCOCC2)cc1
Assay by compound	63	62	64
ERp5 block	-2	6	nt
PglD DTNB	4	2	1
RAD54 inh	-3	-8	-7
ARNT-TACC3 inh	1	-8	-18
Casp6 inh	-2	-2	nt
RAD52 inh	-19	-12	nt
E-sel inducer	nt	-0.1	nt
esBAF inh	10	4	0
